# Screening results deposited in PubChem by several laboratories.
# OX1R antag: antagonists of human orexin 1 receptor | O43613 | CHO/OX1R cells, Fluo-8 calcium fluorescence, orexin A | inhibition, % at 5 µM | hit rate 0.43% among 330,000;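 active means inhibition above its plate's threshold, mean inhibition of all tested compounds on the plate plus 3 SD, cut at about 37% in these data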;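 further: 0% = orexin A challenge wells and 100% = SB-334867-A antagonist wells; not every result past the cut was called active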
# Target sequence (O43613 whole entry, looked up): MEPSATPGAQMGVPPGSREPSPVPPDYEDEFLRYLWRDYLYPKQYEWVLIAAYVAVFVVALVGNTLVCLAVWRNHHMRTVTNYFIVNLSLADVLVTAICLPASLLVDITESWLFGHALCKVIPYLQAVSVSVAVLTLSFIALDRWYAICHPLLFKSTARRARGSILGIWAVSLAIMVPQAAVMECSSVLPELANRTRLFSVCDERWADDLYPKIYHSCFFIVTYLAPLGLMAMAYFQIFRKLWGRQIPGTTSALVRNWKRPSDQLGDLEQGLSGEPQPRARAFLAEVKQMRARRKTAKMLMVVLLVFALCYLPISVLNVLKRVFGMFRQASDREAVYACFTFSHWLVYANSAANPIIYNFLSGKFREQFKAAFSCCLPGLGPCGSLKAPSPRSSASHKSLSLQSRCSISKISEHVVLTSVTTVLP
# CHT allo act: human CHT allosteric activation; CHT-expressing cells, membrane potential dye, choline EC20; active compounds read high; LV-AA mutant CHT in HEK293 cells; Q9GZV3; AID 488977; hit rate 0.49% among 310,000; B-score at 10 µM;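 active means initial fluorescence not abnormally high and integrated response B-score, plate-corrected, over 3 SD above library mean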
# Target sequence (Q9GZV3 whole entry, looked up): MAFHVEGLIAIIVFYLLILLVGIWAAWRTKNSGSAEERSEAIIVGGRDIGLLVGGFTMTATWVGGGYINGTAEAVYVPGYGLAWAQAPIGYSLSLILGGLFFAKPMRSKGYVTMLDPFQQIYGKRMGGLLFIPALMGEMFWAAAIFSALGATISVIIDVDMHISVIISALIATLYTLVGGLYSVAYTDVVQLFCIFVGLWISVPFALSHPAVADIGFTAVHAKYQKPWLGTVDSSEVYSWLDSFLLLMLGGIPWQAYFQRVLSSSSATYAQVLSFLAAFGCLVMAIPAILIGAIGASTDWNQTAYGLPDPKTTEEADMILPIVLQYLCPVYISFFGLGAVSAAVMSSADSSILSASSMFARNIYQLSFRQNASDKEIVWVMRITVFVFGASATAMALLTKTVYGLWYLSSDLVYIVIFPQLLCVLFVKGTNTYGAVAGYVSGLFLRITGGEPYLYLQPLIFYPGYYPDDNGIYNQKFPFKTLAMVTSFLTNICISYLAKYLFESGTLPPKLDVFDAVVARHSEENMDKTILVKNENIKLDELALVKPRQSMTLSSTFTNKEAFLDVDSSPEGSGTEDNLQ
# The depositor's hits bear a star; i = inactive; x = not tested or not shown; & = joins results of further samples. Rows were taken by chance. About 0.83% of those tested had a hit in this group.
mol | OX1R antag | CHT allo act
Cc1ccc(C2C3=C(CCCC3=O)Nc3nc(SCC(=O)NCc4ccco4)[nH]c(=O)c32)cc1 (configuration not stated) | 1 | i
O=c1[nH]ncc(N/N=C\c2ccncc2)c1Cl | 12 | i
C=CCNC(=O)c1ccccc1NC(=O)Cc1ccccc1[N+](=O)[O-] | -7 | i
CN1CCC(C2(O)c3ccccc3CSc3sccc32)CC1 (configuration not stated) | -22 | i
CC(Cc1ccccc1)NC(=O)c1cc([N+](=O)[O-])ccc1Cl (configuration not stated) | -14 | i
Oc1ccc(C2CNCc3sccc32)cc1O (configuration not stated) | -19 | i
COc1ccc(C(C(=O)NCC2CCCO2)N(C(=O)CNC(=O)c2cccs2)c2ccccc2C)cc1OC (configuration not stated) | -14 | i
Cn1c(Cc2nc(-c3cnccn3)no2)nnc1SCC(=O)Nc1ccccc1 | -12 | i
OCCN(Cc1ccccc1)Cc1ccc(Cl)cc1Cl | -14 | i
Cc1ccc(NC(=O)Cc2nc(CCl)cs2)cc1 | -22 | i
COC(=O)c1sccc1NC(=O)c1ccc(C)o1 | -19 | i
CCCN1C(=O)/C(=C\C=C2/Sc3ccccc3N2CCO)SC1=S | 10 | i
Cc1ccc(C(=O)NNC(=O)c2ccncc2)cc1[N+](=O)[O-] | -6 | x
CCCCN(CC(O)COc1cccc(C)c1)CC(O)COc1cccc(C)c1 (configuration not stated) | -15 | i
CC(C)NCC(O)COc1cccc2ccccc12 (configuration not stated) | -4 | i
CCn1c(C)csc1=NC(=O)c1ccccc1O | 54* | i
CC12CCC(=O)N1C(C(=O)Nc1cccc(F)c1)CS2 (configuration not stated) | -21 | i
Cc1cn([C@H]2C[C@H](O)[C@@H](CCC(=O)NCCN3CCCCC3)O2)c(=O)[nH]c1=O | 2 | x
CCn1c(CCCc2ccc(OC)c(C)c2)n[nH]c1=S | -10 | i
O=C(Cc1ccc(O)cc1)N/N=C/c1cccs1 | -5 | i

# Record cards, from the list above. Order of screens: OX1R antag, CHT allo act
# Cc1cn([C@H]2C[C@H](O)[C@@H](CCC(=O)NCCN3CCCCC3)O2)c(=O)[nH]c1=O is entered as 2, x
# CC12CCC(=O)N1C(C(=O)Nc1cccc(F)c1)CS2 (configuration not stated) is entered as -21, i
# Cc1ccc(C(=O)NNC(=O)c2ccncc2)cc1[N+](=O)[O-] is entered as -6, x

# Returning to the listing with the 3 entries that preceded the break.
mol | OX1R antag | CHT allo act
Cc1cn([C@H]2C[C@H](O)[C@@H](CCC(=O)NCCN3CCCCC3)O2)c(=O)[nH]c1=O | 2 | x
CCn1c(CCCc2ccc(OC)c(C)c2)n[nH]c1=S | -10 | i
O=C(Cc1ccc(O)cc1)N/N=C/c1cccs1 | -5 | i
COCC1CCCCN1Cc1cn(-c2ccccc2)nc1-c1ccc2c(c1)OCO2 (configuration not stated) | -10 | i
CC(NC(=O)CCSCc1ccccc1F)c1ccccc1 (configuration not stated) | -9 | i
O=C(CN1C(=O)NC2(CCOc3ccccc32)C1=O)c1ccc(Br)cc1 (configuration not stated) | -26 | i
NCC(c1ccccc1)(c1ccccc1)c1ccccc1 | -21 | i
O=C(Cc1c(C(=O)O)[nH]c2ccccc12)Nc1ccc2c(c1)OCO2 | -11 | i
CC(C(=O)Nc1ccc(Cl)cc1Cl)N1C(=O)NC2(CCCC2)C1=O (configuration not stated) | -18 | i
Cc1cc(C)n(CC(=O)n2c3ccccc3c3ccccc32)n1 | -18 | i
Cn1ccnc1C(OC(=O)c1ccccc1)C(F)(F)F (configuration not stated) | -23 | i
Cc1cc(NC(=O)CSc2nnc(-c3ccccc3)n2C)no1 | -26 | i
NC(=O)CC(NC(=O)c1ccccc1)c1ccc(NCCN2CCOCC2)c([N+](=O)[O-])c1 (configuration not stated) | -8 | i
CC(=O)Nc1ccc2c(c1)CCC2=O | -6 | i
COc1ccc(-c2nnn(CC(=O)N(Cc3cccs3)C(C)C(=O)NC3CCCC3)n2)cc1OC (configuration not stated) | -38 | i
C/C=C(\C)CN1CCN(c2ccccc2)CC1 | -19 | i
CN(C)CCCN(C(=O)c1ccco1)c1nc2c(F)cccc2s1 | -34 | i
COc1cc(OC)cc(C(=O)Nc2ccc3nc4n(c(=O)c3c2)CCCCC4)c1 | -29 | i
CNC(=O)CN(c1cc(C)ccc1OC)S(=O)(=O)c1ccc(C)cc1 | -24 | i
CN(Cc1ccc(OC(F)F)cc1)C(=O)c1ccc(S(=O)(=O)N(C)c2ccccc2)cc1 | 8 | x
CO[C@@]12[C@H](COC(N)=O)C3=C(C(=O)C(C)=C(N)C3=O)N1C[C@@H]1N[C@@H]12 | -3 | i
COc1ccc(/C=N/n2c(-c3cc(C)[nH]n3)n[nH]c2=S)cc1OC | -10 | i
Nc1ncnc2c1ncn2[C@@H]1O[C@H](CNC(=O)[C@@H]2CCN2)[C@@H](O)[C@H]1O | -11 | x

# Quoted from the listing.
# OX1R antag result of NCC(c1ccccc1)(c1ccccc1)c1ccccc1 = -21
# OX1R antag result of CC(C(=O)Nc1ccc(Cl)cc1Cl)N1C(=O)NC2(CCCC2)C1=O (configuration not stated) = -18
# OX1R antag result of COc1ccc(-c2nnn(CC(=O)N(Cc3cccs3)C(C)C(=O)NC3CCCC3)n2)cc1OC (configuration not stated) = -38

# Following part.
mol | OX1R antag | CHT allo act
CCOC(=O)/C(C#N)=C\c1ccc2c(c1)OCO2 | -29 | i
Cc1cc(OC(C(=O)O)c2ccccc2)c2c(C)c(Cc3ccccc3)c(=O)oc2c1 (configuration not stated) | -4 | i
Cc1ccc(S(=O)(=O)NCC2COc3ccccc3O2)cc1 (configuration not stated) | -14 | i
CCCn1c(SCc2nc(-c3cccs3)no2)nnc1-c1ccncc1 | -12 | i
COc1ccccc1N(CC(=O)N/N=C(\C)c1ccc(F)cc1)S(=O)(=O)c1ccccc1 | -10 | x
CCOC(=O)[C@H]1[C@H]2COc3cc(OC)ccc3[C@@H]2N2C(=O)N(c3cccc(F)c3)C(=O)[C@@]12C | -35 | x
O=C(OCc1cnc(Cl)s1)c1c(F)cccc1F | 0 | i
N/C(=N\OC(=O)Nc1ccccc1)c1ccno1 | -19 | i
Cc1ccccc1-c1nc(CN2CCC(C(=O)N3CCN(c4ccccn4)CC3)CC2)c(C)o1 | -24 | i
COc1ccc(NC(=O)c2cccc(NC(=O)c3ccco3)c2)c(OC)c1 | -23 | i
COc1ccc(OC)c(N/C=C/C(=O)c2ccccc2)c1 | -13 | i
Cc1ccc(CNC(=O)c2ccc(Cn3nc(C)cc3C)o2)cc1 | -27 | i
CC1(C)Cc2[nH]c3ccccc3c2C(C)(C)N1 | 1 | i
Cc1c(C)n(CCc2ccccc2)c2ncnc(NCCCN(C)C)c12 | -88 | i
OC(CN1C2=NCCCN2c2ccccc21)c1ccc(Br)cc1 (configuration not stated) | -10 | i
C=C1C2(C(=O)NCc3ccco3)CCC(C2)C1(C)C (configuration not stated) | 5 | i
CCC(C)NC(=O)CN1C(=O)c2cccc3cccc1c23 (configuration not stated) | x | i
C[C@@H]1COC(=O)[C@@H](CC(=O)OC(C)(C)C)C/C=C\C[C@@H](CC(=O)N[C@H](CO)Cc2ccccc2)C(=O)N1 | -1 | x
CCc1ccccc1NC(=O)CN(c1ccc(OC)cc1OC)S(=O)(=O)c1ccccc1 | -10 | i
Cc1ccc(S(=O)(=O)CCC(=O)NCc2ccccc2Cl)cc1 | -18 | i
O=C1/C(=C/c2ccccn2)SC(=S)N1c1ccc(O)cc1 | -17 | i
CCn1cc(C(=O)Nc2cccc(NC(C)=O)c2)c2cc(OC)c(OC)cc2c1=O | -12 | i
COCCN(C(=O)c1snc(C(N)=O)c1N)C(C(=O)NC1CCCC1)c1cc(OC)c(OC)c(OC)c1 (configuration not stated) | -23 | i
O=S(=O)(c1cccc(-c2n[nH]c(=S)n2Cc2ccccc2)c1)N1CCOCC1 | -10 | i
Cc1ccc(Cl)cc1N1CCN(S(=O)(=O)c2cc3c(cc2C)NC(=O)CO3)CC1 | -41 | i
O=C(c1ccco1)N(Cc1ccc([N+](=O)[O-])cc1)c1ccc(Br)cc1 | -16 | i
CC(N)C12CC3CC(CC(C3)C1)C2 (configuration not stated) | 6&-4 | i
COc1ccc(S(=O)(=O)N(C)C)cc1NC(=O)CSc1nncs1 | -17 | i
COCCn1c(NCc2ccco2)nc2c1c(=O)[nH]c(=O)n2C | -10 | i
COc1cc(/C=N/NC(=O)CSCc2ccc([N+](=O)[O-])cc2)cc(OC)c1OC | -20 | i
COCCn1nnnc1CN1CCN(C(=O)c2ccco2)CC1 | -9 | i
Cc1cc(C)c(C)c(S(=O)(=O)N2CCC(C(=O)Nc3ccncc3)CC2)c1C | -23 | i
CCOc1ccccc1Nc1nnc(SCC(=O)NC2CC2)s1 | -9 | x
O=C(O)CC(NC(=O)C1CCCCC1)c1ccc(OC2CCCC2)cc1 (configuration not stated) | -14 | i
O=C1C2CSCN2C(=O)CN1CCCN1CCN(C(c2ccccc2)c2ccccc2)CC1 (configuration not stated) | -28 | i
COc1ccc(-c2nnc(SCC(=O)NC(=O)Cc3ccccc3)n2C)cc1 | 6 | x
CN1CCc2cc3c(c4c2C1CC41CCC(=NO)CC1)OCO3 (configuration not stated) | -1 | i
COC(=O)C(NC(C)=O)(Nc1nc2c(C)cc(C)cc2s1)C(F)(F)F (configuration not stated) | -3 | i
c1ccc(COCC2CCNCC2)cc1 | 7 | i
Cc1ccc(NCc2nnc3n2CCCCC3)c(C)c1 | -15 | i

# Following part
# Below each SMILES: OX1R antag	CHT allo act
O=C(/C=C/c1ccc(Cl)cc1)Nc1ccc(S(=O)(=O)Nc2ncccn2)cc1
    -21	i
COc1ccc(CCNC(=O)C2CCN(Cc3nc(-c4ccccc4C)oc3C)CC2)cc1OC
    9	i
Cc1ccc(-c2nnc(N3CCN(C(=O)c4ccco4)CC3)c3ccccc23)cc1
    -26	i
O=C(c1ccccc1)c1ccccc1C(=O)c1ccccc1
    -5&-12	i
C=CCn1c(SCCN2C(=O)c3ccccc3C2=O)nc2scc(-c3ccccc3)c2c1=O
    -9	i
O=C(c1ccc(Br)o1)N1CCN(Cc2ccccc2Cl)CC1
    -17	i
Cc1ccc(-c2nc3ncccn3c2NC2CCCCC2)o1
    -26	i
O=S(=O)(Nc1ccc(Cl)c(C(F)(F)F)c1)c1cnc[nH]1
    -9	i
Cc1ccccc1N(C(=O)Cc1cccs1)C(C(=O)NCC1CCCO1)c1cccnc1 (configuration not stated)
    -11	i
O=C(NC1CCCC1)c1cnn2c(C(F)(F)F)cc(-c3ccc4c(c3)OCO4)nc12
    -24	i
CCCCc1ccc(NC(=O)c2ccc(NS(C)(=O)=O)cc2)cc1
    0	i
COc1cccc(NC(=O)[C@@H]2CCCN2C(=O)[C@@H]2Cc3ccccc3CN2C(=O)OC(C)(C)C)c1
    -22	i
COc1cccc(C(=O)N2CCOCC2)c1OC
    -9	i
COc1ccccc1CN1CCCC(CN(CCN(C)C)C(=O)C2CCCC2)C1 (configuration not stated)
    -9	i
Nc1ccc(Oc2cccc(Oc3ccc(N)cc3)c2)cc1
    -7	i
S=c1[nH]nc(Cc2cccc3ccccc23)n1-c1ccccc1
    -16	i
CC1(C)CC2CC(C)(CN2CC(O)c2ccccc2)C1 (configuration not stated)
    -19	i
O=C(Nc1ccc(F)c(F)c1)c1ccc(F)c(S(=O)(=O)N2CCC3(CC2)OCCO3)c1
    10	i
Cc1ccc(/C=C/C(=O)Nc2ccncc2)o1
    -7	i
CCOC(=O)c1c(C)c2c(=O)[nH]cnc2n1-c1ccccc1
    2	i
O=C(Nc1ccccc1OC(F)F)c1ccc(-n2cncn2)c([N+](=O)[O-])c1
    -3	i
CCn1c(=O)c(C(C)=O)nc2ccccc21
    -9	i
CC1=CC(C)(C)[N+](C)=CN1c1ccccc1
    -4	i
O=S(=O)(Nn1cnnc1)c1ccc(F)cc1
    -2	i
CCOC(=O)n1c(=O)n(Cc2ccc(F)cc2)c2ccccc21
    -39	i
CCCCc1nnc(SCCSc2nnc(CCCC)n2N)n1N
    -1	i
COc1cc(/C=N/NC(=O)C(C)Nc2n[nH]c(=O)[nH]c2=O)ccc1O (configuration not stated)
    -1	i
COc1ccc(C2=CC(c3ccc(Cl)cc3)n3cnnc3N2)cc1OC (configuration not stated)
    5	i
COc1nc(NCCO)nc(Nc2ccccc2F)n1
    -8	i
CC(CNC(=O)CN1C(=O)NC2(CCOc3ccccc32)C1=O)c1ccccc1 (configuration not stated)
    -17	x
COc1cccc(Nc2nc(C)nc3c2oc2ccccc23)c1
    -43	i
COc1ccc(OCC(=O)OCCN2C(=O)c3ccccc3C2=O)cc1
    -22	i
COC(=O)c1ccc(NC(=O)CN(C)S(=O)(=O)c2ccc(OC)c(C)c2)cc1
    -34	i
O=C(Nc1cccc(C(F)(F)F)c1)Oc1ccccc1N1CCOCC1
    13	i
COc1cccc(NC(=O)CN2C(=O)C(c3ccc(C)cc3)=NC23CCCCCC3)c1
    41*	i
COc1ccc(CCNC(=O)CS(=O)Cc2nc(-c3ccccc3F)oc2C)cc1OC (configuration not stated)
    -23	i
COC(=O)Cn1c(C)nc2ccccc21
    -12	i
O=c1c2ccccc2ncn1-c1ccc(Br)cc1[N+](=O)[O-]
    x	i
CNc1nnc(Sc2ncccc2[N+](=O)[O-])s1
    -1	i
O=C(COC(=O)c1cc(-c2ccc(Cl)s2)nc2ccccc12)NCc1ccco1
    31	i
CN1N=C(C(=O)N2CCc3c([nH]c4ccccc34)C2c2ccccc2Cl)CCC1=O (configuration not stated)
    -16	i
CCC/C(=N\NC(=O)CCC(=O)NCc1ccccc1)c1ccccc1
    -20	i
CCCCNS(=O)(=O)c1ccc(NC(=O)c2c(-c3ccccc3Cl)noc2C)cc1
    3	i

# Part of the list above in order of formula weight, low to high.
# Below each SMILES: OX1R antag	CHT allo act
COc1cccc(Nc2nc(C)nc3c2oc2ccccc23)c1
    -43	i
CCC/C(=N\NC(=O)CCC(=O)NCc1ccccc1)c1ccccc1
    -20	i
CCCCNS(=O)(=O)c1ccc(NC(=O)c2c(-c3ccccc3Cl)noc2C)cc1
    3	i
COc1ccc(CCNC(=O)CS(=O)Cc2nc(-c3ccccc3F)oc2C)cc1OC (configuration not stated)
    -23	i
